TrxR1 inh: qHTS Assay for Inhibitors of Mammalian Selenoprotein Thioredoxin Reductase 1 (TrxR1): qHTS. Thioredoxin reductase 1, cytoplasmic (Rattus norvegicus), O89049. AID 588453, 2011. recombinant rTrxR1, NADPH fluorescence consumption, selenite substrate. hit rate 1% among 390,000. Potency, µM (doses to about 114 µM), for inactives: top-dose activity change, negative = inhibition, most hits filed as inhibitors; note: potency is the fitted concentration of half-maximal effect; % is set by controls: 0 for no effect and ±100 for the full control effect; nearly all actives have a fitted effect of over 65% in size
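Rat TrxR1 (90 nM in the dispensed reagent) was pre-reduced with 400 uM NADPH for 5 min at room temperature, then incubated with compound for 15 min. After 400 uM selenite was added, NADPH fluorescence (Ex 340/Em 450 nm) was followed for 8 min.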
TrxR1 substrate: qHTS Assay for Substrates of Mammalian Selenoprotein Thioredoxin Reductase 1 (TrxR1): qHTS; Thioredoxin reductase 1, cytoplasmic (Rattus norvegicus), O89049; purified TrxR1 substrate turnover, NADPH consumption readout; Potency, µM (highest dose often 114 µM), without a hit: at the top dose activity change, negative = substrate turnover; hit rate 0.01% among 390,000; AID 588456, 2011; note: potency is the fitted concentration of half-maximal effect; % is set by controls: 0 for no effect and ±100 for the full control effect; nearly all actives have a fitted effect of over 50% in size
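Rat TrxR1, dispensed at 90 nM, was prereduced with 400 uM NADPH (final) for 5 min at ~22 deg C, then incubated with compound 15 min before 400 uM selenite. A first-read NADPH fluorescence drop versus no-compound background flagged substrates.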
mIDH1 inhibitor: qHTS for Inhibitors of mutant isocitrate dehydrogenase 1 (IDH1): qHTS; Isocitrate dehydrogenase [NADP] cytoplasmic (Homo sapiens), O75874; IDH1-R132H enzyme, NADPH consumption, diaphorase/resazurin fluorescence; Potency, µM (titrated, usually from 76.6 µM), for the others: at the highest dose activity change, negative = inhibition, hits mostly inhibitors; hit rate 0.093% among 390,000; note: potency is the fitted concentration of half-maximal effect; % is set by controls: 0 for no effect and ±100 for the full control effect; nearly all actives have a fitted effect of over 65% in size
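IDH1-R132H (0.5 ug/mL) preincubated 30 min with compound, then NADPH (0.016 mM) and alpha-KG (2 mM) added; 80 min at RT, pH 7.5. Remaining NADPH coupled via diaphorase/resazurin to fluorescence (540/590 nm); concentration-response curves normalized to no-enzyme control.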
USP1-UAF1 inh: Inhibitors of USP1/UAF1: Primary Screen; Potency, µM (top dose mostly 57.1 µM), without a hit: at the highest dose activity change, negative = inhibition, usual class: inhibitors; hit rate 0.23% among 390,000; recombinant USP1/UAF1, Ub-Rhodamine cleavage fluorescence; Ubiquitin carboxyl-terminal hydrolase 1 (Homo sapiens), O94782; AID 743255, 2014; note: potency is the fitted concentration of half-maximal effect; % is set by controls: 0 for no effect and ±100 for the full control effect; nearly all actives have a fitted effect of over 60% in size; inactives centre near -12
Target sequence (O94782 whole entry, looked up): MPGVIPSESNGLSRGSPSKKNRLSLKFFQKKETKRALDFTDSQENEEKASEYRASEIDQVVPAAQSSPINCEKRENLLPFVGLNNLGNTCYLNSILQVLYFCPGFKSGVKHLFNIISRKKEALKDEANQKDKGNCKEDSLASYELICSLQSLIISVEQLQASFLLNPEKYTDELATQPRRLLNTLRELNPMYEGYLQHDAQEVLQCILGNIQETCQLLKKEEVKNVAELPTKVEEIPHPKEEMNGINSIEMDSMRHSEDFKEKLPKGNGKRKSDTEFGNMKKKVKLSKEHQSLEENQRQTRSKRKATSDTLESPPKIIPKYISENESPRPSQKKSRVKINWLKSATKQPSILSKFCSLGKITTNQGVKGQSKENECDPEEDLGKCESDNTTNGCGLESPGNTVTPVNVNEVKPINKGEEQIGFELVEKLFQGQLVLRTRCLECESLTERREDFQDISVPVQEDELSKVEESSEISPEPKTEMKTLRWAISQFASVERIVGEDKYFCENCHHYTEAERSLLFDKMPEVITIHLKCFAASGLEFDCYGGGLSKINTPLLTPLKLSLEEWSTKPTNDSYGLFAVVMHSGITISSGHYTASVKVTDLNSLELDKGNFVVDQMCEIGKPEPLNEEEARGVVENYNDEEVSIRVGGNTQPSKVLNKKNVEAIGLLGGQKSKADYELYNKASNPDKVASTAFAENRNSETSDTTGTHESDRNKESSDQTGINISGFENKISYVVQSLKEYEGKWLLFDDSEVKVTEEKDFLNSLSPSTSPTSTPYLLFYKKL
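1 nM enzyme complex + cpd, 15 min RT; start with Ub-Rho 150nM final; kinetic fluorescence ex 480/em 540, 6 reads q60 s. Buffer 50mM HEPES pH 7.8, 0.5mM EDTA, 0.1 mg/ml BSA, 1mM TCEP, 0.01% Tween-20.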
Vif-APOBEC3G blk: qHTS for Inhibitors of Vif-A3G Interactions: qHTS; DNA dC->dU-editing enzyme APOBEC-3G (Homo sapiens), Q9HC16; HeLa A3G-eYFP + Vif (tagged APOBEC3G with the HIV-1 protein that degrades it), YFP fluorescence, overnight; Potency, µM (highest dose often 46.1 µM), without a hit: at the top dose activity, negative = active, usual class: inhibitors; hit rate 0.076% among 410,000;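 note: potency is the fitted concentration of half-maximal effect; % is set by controls: 0 for no effect and ±100 for the full control effect; nearly all actives have a fitted effect of over 60% in size; hits raise eYFP signal because A3G escapes Vif-driven loss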
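HeLa cells stably expressing Vif and C-terminally eYFP-tagged A3G, seeded overnight at 37 deg C, then exposed to compound by pintool overnight at 37 deg C. Rise in yellow fluorescence (Ex 488/Em 500-530, Acumen) marks blocked Vif-driven A3G degradation.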
Glioma ERSR ind: qHTS for Inducers of the Endoplasmic Reticulum Stress Response (ERSR) in Human Glioma: qHTS | U87-MG GRP78 promoter luciferase reporter, 16 h | Potency, µM, without a hit: at the top dose activation, most hits filed as activators | hit rate 0.02% among 420,000 | AID 602332, 2012; note: potency is the fitted concentration of half-maximal effect; series mostly up to about 76 µM; % of control where 0% means no effect; nearly all actives have a fitted effect of over 35% in size
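Stably transfected U87-MG human glioma cells carrying a GRP78-based luminescent sensor were seeded at 1000 cells/well, pin-dosed with compounds and incubated 16 h. Luciferase reagent was then added, and end-point luminescence was read after 10 min at room temperature.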
Vif-APOBEC3F blk: qHTS for Inhibitors of Vif-A3F Interactions: qHTS | hit rate 0.2% among 390,000 | HeLa A3F-eYFP + Vif (tagged APOBEC3F with the HIV-1 protein that degrades it), YFP fluorescence increase | Potency, µM (doses to about 46.1 µM), inactives show at the top dose activity, negative = active | AID 602313, 2012; note: potency is the fitted concentration of half-maximal effect; % of control where 0% means no effect; nearly all actives have a fitted effect of over 65% in size
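HeLa cells stably expressing Vif plus C-terminally eYFP-tagged A3F were seeded, incubated overnight at 37 deg C, dosed with compound, incubated overnight again at 37 deg C. Yellow fluorescence (Ex 488/Em 500-530) reported blocked Vif-mediated A3F-eYFP degradation.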
LDHA block: qHTS assay for inhibitors of human lactate dehydrogenase | L-lactate dehydrogenase A chain (Homo sapiens), P00338 | purified LDHA, NADH/diaphorase-resazurin fluorescence; stronger effect = lower value | activity change, % (values are at about 110 or 230 µM) | hit rate 0.15% among 480,000 | AID 1347041, 2019; in the data active = activity change below about -30%; inconclusive = mostly about -25% to -30%;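 note: plate controls were DMSO wells for no effect and wells without enzyme for full effect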
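Resorufin fluorescence (ex540/em590), read at 0 and 20 min after diaphorase/resazurin addition, reports the NADH left after a 5 min room-temperature reaction of 2 nM human LDH5 with 0.06 mM NADH and 0.2 mM pyruvate.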
RGS4 inh: Inhibitors of Regulator of G Protein Signaling (RGS) 4: qHTS | Regulator of G-protein signaling 4 (Homo sapiens), P49798 | hit rate 0.039% among 390,000 | Transcreener GDP fluorescence polarization, RGS4-accelerated GTP hydrolysis | Potency, µM (series often up to 114 µM), without a hit: at the highest dose activity change, negative = inhibition, most hits filed as inhibitors | AID 504845, 2011; note: potency is the fitted concentration of half-maximal effect; % is set by controls: 0 for no effect and ±100 for the full control effect; nearly all actives have a fitted effect of over 75% in size; some results filed as inactive show a strong effect at the top dose
Target sequence (P49798 whole entry, looked up): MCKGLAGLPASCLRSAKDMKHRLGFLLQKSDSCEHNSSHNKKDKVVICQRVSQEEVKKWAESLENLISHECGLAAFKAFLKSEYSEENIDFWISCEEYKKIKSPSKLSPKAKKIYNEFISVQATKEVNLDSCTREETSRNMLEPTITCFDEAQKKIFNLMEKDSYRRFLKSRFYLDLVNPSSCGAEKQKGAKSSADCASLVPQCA
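MLSMR compounds (23 nl, pin-transferred) preincubated 10 min at room temperature with a 500nM (2x) first reagent, then RGS4 at 900nM (2x) plus Transcreener GDP mix added; fluorescence polarization (620/688 nm) read before and after 90 min at 30 °C.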
An asterisk follows results filed as active; ? = inconclusive; · = not tested or not shown; & = joins results of further samples; [ ] = dose if it differs, or a comment. Unless noted, calls come from the whole dose curve; as a rule, active = well fitted curve in the direction sought with a large enough effect; inconclusive = small, poorly fitted or top-dose-only effect, or another doubt; inactive = no such curve, though single readings can be large; an effect the other way counts as inactive or inconclusive. A portion of the library; the hit share may differ from the screen's.

Molecule	TrxR1 inh	TrxR1 substrate	mIDH1 inhibitor	USP1-UAF1 inh	Vif-APOBEC3G blk	Glioma ERSR ind	Vif-APOBEC3F blk	LDHA block	RGS4 inh
Cc1ccc(NC(=O)CNc2cccc(S(=O)(=O)N3CCOCC3)c2)cc1F	-5.3%	-12.6%	-10.8%	-15.3%	0.1%	-1.1%	-21.1%	-2.6	16.6%
Fc1ccc2[nH]c3c(NCCN4CCOCC4)ncnc3c2c1	-11.8%	5.6%	-1.1%	-12.6%	1.5%	-5.7%	-10.8%	-34.8*	-17.0%[56.9 µM]
CCOC(=O)C1=C(CC)OC(N)=C(C#N)C1c1cc(OC)ccc1OC (stereo not drawn)	1.6%	-8.0%	0.0%	-15.3%	-0.3%	-3.6%	4.6%	1.6	-25.7%
COc1ccc(NC(=O)C(CC(=O)O)Cc2ccc(Cl)cc2)cc1 (stereo not drawn)	9.0%	0.6%	8.4%	-0.5%	-0.2%	-2.3%	-0.9%	-3.1	-17.7%
COC(=O)C[C@H]1c2ccccc2S(=O)(=O)N1Cc1ccc(OC)cc1	21.0%[57.1 µM]	10.1%[57.1 µM]	-9.9%	4.7%	-1.2%&2.2%	-0.4%&-1.2%	7.6%	-1.0	13.8%
CC(C)C(=NO)c1ccccc1	14.8%	2.8%	6.5%	-5.2%	-3.7%	-3.5%	-20.3%	-9.6	9.5%
CC1(N2CCCCC2)C(=O)c2ccccc2C1=O	12.4%[57.1 µM]	2.6%[57.1 µM]	11.6%	?	0.3%	0.3%	2.5%	-3.5	-6.4%
CCOc1ccccc1-n1c(COc2ccc(C)cc2)nnc1SCC(N)=O	17.9%	5.8%	3.2%	-17.0%	1.1%	-4.0%	-9.1%	-6.9	1.0%
COc1ccc(OC)c2[nH]c(=O)c(CCNC(=O)C(=O)c3c[nH]c4ccccc34)cc12	12.3%	2.4%	0.9%	-16.7%	-14.5%	-1.3%	-29.6%	2.8	?
O=C(Nc1ccccc1-c1ccccc1)c1cccc([N+](=O)[O-])c1	19.1%	1.9%	8.2%	-17.8%	-4.3%	-3.0%	-1.4%	-4.2	12.0%
CC(C)OC(=O)/C(=C\c1cccnc1)NC(=O)c1ccccc1	2.8%	-6.8%	-2.1%	-21.2%	-1.8%	-1.7%	-0.2%	-5.5	3.3%
O=C(N1CCN(S(=O)(=O)c2ccc(Cl)cc2)CC1)n1ccnc1	9.9%	-3.9%	-14.0%	-9.3%	-2.2%	-1.7%	4.7%	-2.8	9.7%
Cc1cccc(C)c1NC(=O)N1CCN(C2CCCCC2)CC1	-6.2%	0.7%	10.1%	-0.7%	0.7%	-3.6%	-2.2%	-2.1	-26.2%
COC(=O)c1c(-c2ccc(Cl)cc2)noc1N1CCN(c2cccc(C)c2C)CC1	26.7%[57.1 µM]	2.5%[57.1 µM]	0.0%	-3.2%	3.1%	-2.2%	0.5%	-0.8	-5.4%
Cc1cc(C)c(NC(=O)CS(=O)CC(=O)Nc2cccnc2)c(C)c1 (stereo not drawn)	10.6%	4.8%	3.1%	-3.4%	-0.3%	-3.6%	-7.7%	-1.0	-10.7%
O=C1CCC(=O)N1CCC(=O)N(C(=O)NC1CCCCC1)C1CCCCC1	·	·	-0.2%	-21.4%	-1.8%	-6.3%	-0.8%	1.3	·
O=c1c2ccccc2oc2ccc(NCCCn3ccnc3)cc12	5.9%[57.1 µM]	7.8%[57.1 µM]	-0.5%	?	2.7%	-8.1%	2.0%	-0.4	3.4%
C=CCNC(=O)/C(C#N)=C/c1ccccc1Cl	6.4%[11.4 µM]	7.8%[57.1 µM]	-3.7%	-8.9%	-13.7%	1.0%	-16.0%	-7.6	-6.2%
O=C(NCC(c1ccco1)N1CCOCC1)c1cccc([N+](=O)[O-])c1 (stereo not drawn)	3.3%	5.3%	1.7%	-14.6%	0.6%	-5.3%	2.4%	-3.3	-10.2%[11.4 µM]
O=C(Cn1cc2c(n1)CCCCC2)Nc1c(F)c(F)cc(F)c1F	14.1%[57.1 µM]	7.1%[57.1 µM]	-2.7%	-15.3%	0.2%	-3.7%	-1.2%	-1.9	1.1%
CNC(=O)C(=O)N/N=C/c1ccc(Br)cc1	18.5%	-1.2%	-4.4%	-10.0%	-0.1%	5.1%	0.7%	-3.7	-8.0%
Cc1ccc(-n2cccn2)c(CN2CCCC(C(=O)c3ccc4c(c3)OCO4)C2)c1 (stereo not drawn)	11.0%	3.3%	-2.6%	-6.5%	1.2%	-4.2%	-10.9%	-3.0	15.6%
COc1ccc(OC)c(CNCc2c(C(=O)O)n(Cc3cccc(F)c3)c3cc(OC)ccc23)c1	15.4%	2.3%	5.2%	-0.1%	2.0%	-4.4%	3.7%	-0.9	6.5%
Cc1ccc(S(=O)(=O)N2CCOCC2)cc1NC(=O)COC(=O)c1n[nH]c(=O)c2ccccc12	14.2%[57.1 µM]	5.8%[57.1 µM]	-11.2%	-13.5%	2.7%	-1.8%	0.4%	-7.8	1.4%
CCn1c(SCC(=O)NCC(=O)Nc2ccc(F)cc2)nnc1-c1ccncc1	-9.6%	4.4%[57.1 µM]	2.2%	-11.8%	0.4%	-1.9%	-2.9%	-2.5	16.3%
CCOC(=O)c1c(NC(=O)CS(=O)(=O)c2ccc(C)cc2)sc2c1CCC(C)C2 (stereo not drawn)	24.7%[57.1 µM]	-4.4%[57.1 µM]	-3.6%	-12.1%	5.4%	-1.7%	6.0%	-2.1	4.2%
CCn1cnc2scc(-c3ccc(OC)cc3)c2c1=O	20.9%	6.9%	1.8%	-14.7%	-4.1%	1.4%	-0.2%	-3.8	14.3%
CCOC(=O)C(=O)Nc1nnc(C2CCCCC2)s1	-0.8%	0.1%	-7.3%	7.0%	2.6%	-1.3%	-1.6%	6.1	5.6%
O=C(NCCC1CCCCN1S(=O)(=O)c1ccccc1)C(=O)NCc1cccnc1 (stereo not drawn)	1.2%	-1.8%	3.6%	-14.3%	-3.1%	-2.3%	8.6%	-2.2	-6.9%
COc1ccc(-n2c(=O)[nH]cc(C(=O)N3CCc4ccccc43)c2=O)cc1	5.4%[57.1 µM]	5.1%[57.1 µM]	5.8%	-14.9%	-3.9%	0.2%	1.2%	-2.2	4.6%
O=C(C(Cc1ccccc1)N1C(=O)C2C3C=CC(C3)C2C1=O)N1CCCCCC1 (stereo not drawn)	-4.8%	-8.2%	4.5%	-20.3%	2.3%	-4.2%	2.9%	-3.2	-29.2%
CC(=O)c1ccc(NC(=O)CSc2ccc(-c3ccc(-n4cccn4)cc3)nn2)cc1	14.6%[57.1 µM]	2.0%[57.1 µM]	-4.4%	-16.1%	0.7%	5.5%	5.1%	-5.7	-17.7%
CC(OC(=O)c1ccc(Cl)c([N+](=O)[O-])c1)C(=O)N1CCN(Cc2ccccc2)CC1 (stereo not drawn)	16.8%	2.0%	1.1%	-25.5%	-2.0%	-3.1%	-15.1%	1.5	12.8%
COc1ccc2nc(/N=C/c3c(C)[nH]n(-c4ccc(C)cc4)c3=O)sc2c1	-6.2%	-3.8%	4.6%	-2.9%	-0.7%	0.8%	6.9%	-2.9	1.7%
C[C@@H]1CN([C@@H](C)CO)S(=O)(=O)c2ccc(Br)cc2O[C@H]1CN(C)C(=O)c1cccc(F)c1	·	·	5.0%	-13.2%	-1.5%	?	-4.7%	-0.8	·
CCc1c(-c2ccccc2)nc2ccccc2c1C(=O)NCCc1ccccc1	17.0%[57.1 µM]	0.3%[57.1 µM]	-1.3%	-17.9%	0.0%	-0.8%	4.5%	-9.4	23.4%
CCCNc1ccc(-c2nc(-c3ccco3)no2)cc1[N+](=O)[O-]	?	-8.3%	0.0%	-14.5%	-3.5%	0.4%	-15.1%	-3.8	-4.1%
O=C(CSc1nc(-c2ccccc2)cc(C(F)(F)F)n1)NCc1cccs1	3.3%	0.1%	1.1%	-15.2%	-1.0%	-4.4%	-0.9%	-1.2	-13.4%
Cc1cccc(OCC(=O)Nc2ccc(NC(=O)c3ccco3)c(C)c2)c1	-3.2%	-8.0%	0.0%	3.0%	-4.3%	0.4%	-5.3%	-15.8	-3.3%
Cc1ccc(C2=NN(CCC(=O)NCCc3cccc(C)c3)C(=O)CC2)cc1	-0.9%[57.1 µM]	-8.3%[57.1 µM]	-8.3%	-15.7%	3.5%	-2.2%	5.2%	0.3	0.6%

Source: PubChem BioAssay (National Center for Advancing Translational Sciences (NCATS))
